High-throughput results as filed in PubChem.
EPAC1 antagonist – antagonists of human EPAC1 | Potency, µM (highest dose often 115 µM), inactives show at the top dose activity change, negative = inhibition, hits mostly inhibitors | O95398 | AID 720709 | hit rate 0.14% among 360,000 | EPAC1 GEF assay, Rap1b-BODIPY-GDP exchange fluorescence;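 also: potency is read from the fitted curve at half-maximal effect; plate controls were vehicle for no effect and positive control for full effect; nearly all actives have a fitted effect of over 50% in size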
EPAC2 antagonist – antagonists of human EPAC2 | Q8WZA2 | EPAC2 GEF exchange of Rap1B-BODIPY-GDP, fluorescence | Potency, µM (highest dose often 114 µM), without a hit: at the top dose activity, negative = inhibition, most hits filed as inhibitors | hit rate 0.18% among 360,000 | AID 720708; also: potency is read from the fitted curve at half-maximal effect; % is scaled to controls: 0 for no effect and ±100 for the full control effect; nearly all actives have a fitted effect of over 45% in size; many of its hits are not listed in these tables
MmCpn inh – blocks the Methanococcus maripaludis chaperonin Mm-Cpn | Potency, µM (highest dose often 76.9 µM), without a hit: at the highest dose activity, negative = inhibition, hits mostly inhibitors | purified Mm-Cpn ATPase, ADP Transcreener TR-FRET | hit rate 0.031% among 330,000; also: potency is read from the fitted curve at half-maximal effect; % is scaled to controls: 0 for no effect and ±100 for the full control effect; nearly all actives have a fitted effect of over 80% in size
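Eu-cryptate anti-ADP/ADP-d2 competition gives a ratio inversely related to ADP. Enzyme at 25 nM was pre-exposed to compound for 10 min, then given 10 uM ATP for 30 min, 37°C throughout.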
WRN inhibitor – blocks human WRN helicase; hit rate 0.46% among 360,000; Q14191; WRN helicase unwinding, fluorescent forked duplex, kinetic; AID 651768; Potency, µM (titrated, usually from 114 µM), inactives show at the highest dose activity change, negative = inhibition, usual class: inhibitors; also: potency is read from the fitted curve at half-maximal effect; % is scaled to controls: 0 for no effect and ±100 for the full control effect; nearly all actives have a fitted effect of over 55% in size
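WRN at 20 nM final was preincubated with compound for 15 min at room temperature; reaction started with 100 nM forked duplex oligonucleotide carrying fluorophore and quencher plus 2 mM ATP (final). Unwinding followed kinetically by red fluorescence (ex 525/em 598 nm).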
CCT chaperon mod – modulators of cytosolic chaperonin (CCT/TRiC) activity | purified chaperonin ATPase assay, HTRF ADP detection, 30 min | hit rate 0.3% among 360,000 | activity change, % (no concentration beside the values), hits read low; in the data active = activity change below about -30%; also: % is scaled to controls: 0 for no effect and ±100 for the full control effect
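First, chaperonin was dispensed at 40 nM or 20 nM final depending on batch activity. Next, compounds were pinned at 76 uM and ATP added at 10 uM. After 30 min at 37 °C, ADP detection reagents ran 30 min at ambient temperature.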
EPAC1 ag – EPAC1 (human) agonism. O95398. EPAC1 agonist qHTS, biochemical assay; response scale: 100% = response to 6.5 mM cAMP. Potency, µM (doses to about 154 µM), for the others: at the top dose activation, most hits filed as activators. hit rate 0.073% among 360,000; also: potency is read from the fitted curve at half-maximal effect; nearly all actives have a fitted effect of over 60% in size
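Nucleotide exchange assay: 100 nM EPAC1 with 250 nM Rap1B loaded with BODIPY-GDP and 50 uM GDP, room temperature. Fluorescence (480/540 nm) read every 5 min for 30 min; signal change normalized to 6.5 mM cAMP as full agonist.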
PI5P4K alpha inh – PI5P4K alpha (human) kinase inhibition | AID 652105 | hit rate 1.2% among 330,000 | P48426 | PI5P4Kalpha enzyme, ADP-Glo luminescence, 60 min; stronger effect = lower value | max response, %; active = max response of -50% or lower; inconclusive = between -30% and -50%; inactive = -30% or higher; also: value at the top dose of about 77 µM; % is scaled to controls: 0 for no effect and ±100 for the full control effect
Target sequence (P48426 whole entry, looked up): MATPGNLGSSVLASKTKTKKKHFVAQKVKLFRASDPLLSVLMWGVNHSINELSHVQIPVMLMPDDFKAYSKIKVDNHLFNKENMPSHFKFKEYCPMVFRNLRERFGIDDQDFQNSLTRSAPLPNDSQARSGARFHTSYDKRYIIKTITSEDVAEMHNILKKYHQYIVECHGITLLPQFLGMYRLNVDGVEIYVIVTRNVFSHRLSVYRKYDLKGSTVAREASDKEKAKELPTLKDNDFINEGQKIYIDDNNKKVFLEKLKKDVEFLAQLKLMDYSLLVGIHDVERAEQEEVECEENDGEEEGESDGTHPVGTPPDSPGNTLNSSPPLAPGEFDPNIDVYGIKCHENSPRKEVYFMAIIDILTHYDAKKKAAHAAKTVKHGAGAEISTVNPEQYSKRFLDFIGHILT
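PI5P4Kalpha ADP-Glo assay; 5 microM ATP final; 60 min RT reaction; HEPES pH 7.4/EGTA/CHAPS, 5% DMSO; controls lacking substrate or enzyme; luminescent end-point.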
PLK1 PBD inh – blocks phosphopeptide binding to human PLK1 polo-box domain; hit rate 2.8% among 360,000; P53350; Potency, µM, without a hit: max response, negative = inhibition, hits mostly inhibitors; Plk1 PBD binding of FITC phosphopeptide, fluorescence polarization; also: potency is read from the fitted curve at half-maximal effect; series mostly up to about 57 µM; % is scaled to controls: 0 for no effect and ±100 for the full control effect; nearly all actives have a fitted effect of over 65% in size
Target sequence (P53350 whole entry, looked up, the tested form may be a part): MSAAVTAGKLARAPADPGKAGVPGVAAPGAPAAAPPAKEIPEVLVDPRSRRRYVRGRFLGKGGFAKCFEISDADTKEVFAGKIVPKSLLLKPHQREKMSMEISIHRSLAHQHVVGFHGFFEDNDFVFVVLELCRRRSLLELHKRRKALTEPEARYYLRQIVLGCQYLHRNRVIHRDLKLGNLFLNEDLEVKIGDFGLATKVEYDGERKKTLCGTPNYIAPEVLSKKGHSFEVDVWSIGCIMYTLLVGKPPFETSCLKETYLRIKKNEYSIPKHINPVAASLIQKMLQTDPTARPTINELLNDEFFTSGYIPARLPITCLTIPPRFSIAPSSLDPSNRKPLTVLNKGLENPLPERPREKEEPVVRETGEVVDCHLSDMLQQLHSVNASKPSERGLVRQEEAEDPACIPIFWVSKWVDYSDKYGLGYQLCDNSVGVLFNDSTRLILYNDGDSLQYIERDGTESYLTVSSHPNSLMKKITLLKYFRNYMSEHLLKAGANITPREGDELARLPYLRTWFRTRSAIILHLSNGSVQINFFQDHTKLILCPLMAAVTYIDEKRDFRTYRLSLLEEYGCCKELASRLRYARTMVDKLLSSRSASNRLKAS
The depositor's hits bear a star; ? = inconclusive; / = not tested or not shown. Unless noted, calls follow the shape of the dose curve; as a rule, active = well fitted curve in the direction sought with a large enough effect; inconclusive = small, poorly fitted or top-dose-only effect, or another doubt; inactive = no such curve, though single readings can be large; an effect the other way counts as inactive or inconclusive. Only part of the results is shown, so the mix of outcomes need not match the whole.

Order of results: EPAC1 antagonist, EPAC2 antagonist, MmCpn inh, WRN inhibitor, CCT chaperon mod, EPAC1 ag, PI5P4K alpha inh, PLK1 PBD inh
c1ccc(-c2cnc(CSc3ncnc4sccc34)o2)cc1
→ 14%, 1%, 1%, -10%, 1.1, 12%, -6, ?
Cc1ccc(S(=O)(=O)Nc2cccnc2)cc1C
→ 8%, 7%, 1%, 5%, 0.8, 2%, 2, -3%
CN(C)S(=O)(=O)c1ccc(C(=O)NC2CCCc3ccccc32)cc1 (configuration not stated)
→ ?, 6%, 0%, -4%, -0.6, -3%, -7, -1%
CCOC(=O)C1C(=O)NC(N2CCc3ccccc32)=NC1c1ccccc1 (configuration not stated)
→ -5%, -1%, -1%, 6%, -2.2, 3%, 8, -1%
O=C(NC1CCCCC1)c1cc(N2C(=O)CCC2=O)ccc1Cl
→ -2%, -26%, -2%, 0%, -3.1, 1%, 0, -21%
CC(=O)Nc1ccc(C(=O)CSc2nnc(-c3ccc(O)cc3)n2CC2CCCO2)cc1 (configuration not stated)
→ -5%, 0%, 0%, -8%, 0.4, 0%, /, -17%
CN(CC(=O)Nc1ccccc1Br)C(=O)CCSc1ccc(F)cc1
→ -6%, -3%, 1%, -5%, 0.1, ?, -1, ?
COc1cccc(-c2c(NC(=O)c3ccco3)oc3ccc(Cl)cc3c2=O)c1
→ -6%, 8%, 0%, 1%, 0.2, 0%, 0, -14%
CCOCCOC(=O)CCSc1n[nH]c(=O)[nH]c1=O
→ 18%, 3%, 1%, 3%, -2.7, -2%, /, -6%
O=C(c1cc(COc2ccc(F)cc2F)on1)N1CCN(C2CCCC2)C(=O)C1
→ 10%, 0%, 2%, -17%, 1.1, -2%, 6, -1%
Cc1ccc(N2CC(C(=O)Nc3ccc(N(C)C)cc3)CC2=O)cc1C (configuration not stated)
→ 10%, 11%, -2%, -16%, -0.9, -4%, -6, 0%
O=C(Nc1nnc(C2CC2)s1)c1ccc(Cl)nc1
→ 5%, 0%, -3%, -7%, -1.4, -2%, 5, 3%
CCc1ccc2c(c1)C(c1cccs1)=NNC(c1cccnc1)=N2
→ 1%, -15%, 1%, -4%, 0.0, 6%, -5, -8%
COc1ccc(OCCn2c(C)nc3ccccc32)cc1
→ -9%, -2%, /, 0%, 0.6, 4%, 0, -20%
Cc1cc(C)nc(SCC(=O)c2ccc(O)cc2O)n1
→ 7%, 5%, 0%, 3%, -0.9, 6%, 0, -2%
CCOC(=O)C1=C(N)n2c(s/c(=C\c3cccnc3)c2=O)=C(C(=O)OC)C1c1cccnc1 (configuration not stated)
→ -6%, -2%, /, -20%, -2.9, 2%, 5, -7%
CCOC(=O)C1(C)CCCN(C(=O)c2c(-c3ccccc3)noc2C)C1 (configuration not stated)
→ 5%, 10%, /, -2%, -1.5, 0%, 2, -9%
Cc1cc(C)c(NC(=O)Nc2ccccc2C)c(Cl)c1
→ 15%, -5%, 0%, -4%, 1.6, 20%, -1, -1%
CSCCn1c(C(C)(C)C)cc(C(=O)O)c1C
→ 4%, 1%, 3%, -2%, 1.3, 3%, 3, 2%
CN(C)S(=O)(=O)c1ccc(S(=O)(=O)NCCN2CCOCC2)cc1
→ 8%, 13%, 1%, 1%, 1.4, -1%, 5, -4%
CC(=O)c1ccc(N2CCN(C(=O)C3CCC3)CC2)cc1
→ 11%, 0%, -1%, 3%, -2.2, 7%, /, -6%
CN(Cc1ccc(C(C)(C)C)cc1)C(=O)Cc1ccc(S(=O)(=O)N2CCOCC2)s1
→ -14%, -10%, -10%, -5%, -0.5, 11%, 5, -6%
O=C(CSc1nc2c(cnn2-c2cccc(Cl)c2)c(=O)[nH]1)NCC1CCCO1 (configuration not stated)
→ 4%, 3%, 1%, 0%, -2.4, 2%, /, -10%
Cc1ccc(CNC(=O)C2CCN(c3nnc(N4CCCC4=O)s3)CC2)cc1
→ -1%, -15%, 0%, -7%, 0.1, 2%, 0, -8%
Cc1ccc(S(=O)(=O)Nc2ccc3c(c2)C(=O)N([C@@H](C)CO)C[C@@H](C)[C@@H](CN(C)C(=O)NC(C)C)OCCCC[C@H](C)O3)cc1
→ -12%, 2%, /, -8%, -0.3, 2%, 1, -20%
Nc1nnc(SCC(=O)N2CCN(Cc3ccccc3)CC2)s1
→ -2%, -1%, 0%, 8%, -2.0, 9%, /, -11%
O=C(c1ccc(Cl)c(S(=O)(=O)N2CCCC2)c1)N1CCN(c2ccccc2F)CC1
→ -22%, 6%, 0%, 0%, -4.1, -3%, 3, -4%
C(=N\N1CCN(Cc2cccc3ccccc23)CC1)/c1ccco1
→ -17%, -10%, -4%, 0%, -3.6, 6%, -4, -12%
Cc1cc(N2CC(C(=O)NCc3cccs3)CC2=O)ccc1C(C)C (configuration not stated)
→ -1%, -1%, 0%, -5%, -1.3, 0%, -1, -10%
O=C(Nc1ccnc(-c2cccnc2)n1)c1cccc(Cl)c1Cl
→ -1%, -3%, -15%, -1%, -3.9, 10%, /, -7%
O=C(Nc1ccc(F)c(Cl)c1)C1CCCC1
→ 2%, 14%, /, -12%, 1.8, -1%, 1, -2%
CC(C)CC(c1nnnn1Cc1ccc2c(c1)OCO2)N1CCC(C(N)=O)CC1 (configuration not stated)
→ 1%, 3%, 1%, 6%, -2.4, 7%, -2, -2%
Cn1c(C(=O)N[C@@H](Cc2ccccc2)C(=O)O)cc2cc(F)ccc21
→ 11%, -13%, -1%, -1%, -2.6, -5%, -4, 1%
CCn1c2ccccc2c2cc(NC(=O)C/C(C)=N/NC(=O)c3ccccc3N)ccc21
→ -12%, -2%, -3%, -6%, -1.1, -15%, 2, 3%
Oc1ccccc1-c1nnc(-c2ccc(C(F)(F)F)cc2)o1
→ -10%, 0%, -2%, -2%, -3.2, -1%, -1, -8%
CCc1ccccc1NC(=O)Cn1c(=O)n(-c2ccc(CC(=O)NCC3CCCO3)cc2)c(=O)c2ccccc21 (configuration not stated)
→ -26%, 7%, 0%, 0%, 0.3, 1%, 4, -5%
COC(CNC(=O)C1CCCCC1C(=O)O)OC (configuration not stated)
→ 8%, 12%, -2%, -8%, -1.2, -6%, -4, -3%
Cc1ccc(S(=O)(=O)Oc2cccc(/C=N/Nc3ccc(C(=O)O)cc3)c2)cc1
→ 2%, 56µM*, 2%, -15%, -1.4, 1%, -6, ?
C=C(C)CN(CC)c1nc(N)c(C#N)c(CC#N)c1C#N
→ 7%, 2%, -5%, -1%, 1.0, -6%, ?, -1%
CN1C(=O)/C(=N/OC(=O)c2ccccc2)c2ccccc21
→ 0%, 4%, 1%, -28%, -2.0, 6%, -3, 12µM*
CCN(CC)S(=O)(=O)c1cccc(C(=O)NCC2CCCO2)c1 (configuration not stated)
→ 12%, 6%, -2%, -1%, 3.0, -1%, /, -4%
CC1(c2ccc([N+](=O)[O-])cc2)NC(=O)N(CC(=O)Nc2cccnc2Cl)C1=O (configuration not stated)
→ -16%, -10%, -3%, -7%, -1.2, 9%, -5, -10%
CCOC(=O)c1cnc(C(C)(C)C)[nH]c1=O
→ -10%, 5%, 1%, -21%, 0.5, 11%, -7, -9%
COc1ccccc1N1CCN(C(=O)C2C3C=CC4(CN(Cc5ccccc5Cl)C(=O)C24)O3)CC1 (configuration not stated)
→ -2%, 8%, -1%, 3%, -5.3, 0%, /, -1%
COc1cccc(/C=N/NC(=O)CNC(=O)c2ccc(S(=O)(=O)N3CCCC3)cc2)c1OC
→ -1%, -6%, -3%, -3%, -0.1, 7%, -25, -4%
O=C(CCc1ccccc1)Nc1cc2c(cc1C(=O)O)OCCCO2
→ 2%, -6%, 0%, -25%, 0.4, 9%, -2, -4%
COc1ccc(O)c(C(=O)CC(=O)c2cccnc2)c1
→ -3%, 28%, /, 5%, -3.0, 0%, 7, 3%
CCOc1ccccc1N1CCN(CC(=O)N(CC(C)C)c2c(N)n(CC(C)C)c(=O)[nH]c2=O)CC1
→ 3%, 1%, 1%, -14%, -0.5, -13%, 8, -4%

4 of the entries above in order of their number in CCT chaperon mod, smallest number first:
structure	EPAC1 antagonist	EPAC2 antagonist	MmCpn inh	WRN inhibitor	CCT chaperon mod	PI5P4K alpha inh	PLK1 PBD inh
CCOCCOC(=O)CCSc1n[nH]c(=O)[nH]c1=O	18%	3%	1%	3%	-2.7	/	-6%
CC(C)CC(c1nnnn1Cc1ccc2c(c1)OCO2)N1CCC(C(N)=O)CC1 (configuration not stated)	1%	3%	1%	6%	-2.4	-2	-2%
CN(C)S(=O)(=O)c1ccc(C(=O)NC2CCCc3ccccc32)cc1 (configuration not stated)	?	6%	0%	-4%	-0.6	-7	-1%
COc1cccc(/C=N/NC(=O)CNC(=O)c2ccc(S(=O)(=O)N3CCCC3)cc2)c1OC	-1%	-6%	-3%	-3%	-0.1	-25	-4%

Random excerpt: six records from the list, in no set order.
Order of results: EPAC1 antagonist, EPAC2 antagonist, MmCpn inh, WRN inhibitor, CCT chaperon mod, EPAC1 ag, PI5P4K alpha inh, PLK1 PBD inh
COc1ccc(O)c(C(=O)CC(=O)c2cccnc2)c1
→ -3%, 28%, /, 5%, -3.0, 0%, 7, 3%
CCN(CC)S(=O)(=O)c1cccc(C(=O)NCC2CCCO2)c1 (configuration not stated)
→ 12%, 6%, -2%, -1%, 3.0, -1%, /, -4%
COc1cccc(/C=N/NC(=O)CNC(=O)c2ccc(S(=O)(=O)N3CCCC3)cc2)c1OC
→ -1%, -6%, -3%, -3%, -0.1, 7%, -25, -4%
O=C(CCc1ccccc1)Nc1cc2c(cc1C(=O)O)OCCCO2
→ 2%, -6%, 0%, -25%, 0.4, 9%, -2, -4%
CCOC(=O)c1cnc(C(C)(C)C)[nH]c1=O
→ -10%, 5%, 1%, -21%, 0.5, 11%, -7, -9%
CCOc1ccccc1N1CCN(CC(=O)N(CC(C)C)c2c(N)n(CC(C)C)c(=O)[nH]c2=O)CC1
→ 3%, 1%, 1%, -14%, -0.5, -13%, 8, -4%
